Bioassay records deposited in PubChem by several laboratories.
Peg3 prom inh: inhibitors of Peg3 promoter | HeLa PEG-Prom luciferase reporter, luminescence, overnight | actives 1.7% (n = 360,000) | inhibition, % at 20 µM | AID 588405;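 active = inhibition of at least 50% at 20 µM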
NR2E3 ag-1: agonists of human nuclear receptor NR2E3. Q9Y5X4. GST-NR2E3/biotin-RetCOR TR-FRET, 1536-well. inhibition of corepressor binding, % at 4.78 µM. actives 0.12% (n = 320,000). AID 2300;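 active = percent inhibition above the cutoff of mean plus 3 SD of all tested compounds, set per screening campaign, cut at about 20% in these data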;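 note: 0% = DMSO wells and 100% = biotin wells as full block of FRET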
Target sequence (Q9Y5X4 whole entry, looked up): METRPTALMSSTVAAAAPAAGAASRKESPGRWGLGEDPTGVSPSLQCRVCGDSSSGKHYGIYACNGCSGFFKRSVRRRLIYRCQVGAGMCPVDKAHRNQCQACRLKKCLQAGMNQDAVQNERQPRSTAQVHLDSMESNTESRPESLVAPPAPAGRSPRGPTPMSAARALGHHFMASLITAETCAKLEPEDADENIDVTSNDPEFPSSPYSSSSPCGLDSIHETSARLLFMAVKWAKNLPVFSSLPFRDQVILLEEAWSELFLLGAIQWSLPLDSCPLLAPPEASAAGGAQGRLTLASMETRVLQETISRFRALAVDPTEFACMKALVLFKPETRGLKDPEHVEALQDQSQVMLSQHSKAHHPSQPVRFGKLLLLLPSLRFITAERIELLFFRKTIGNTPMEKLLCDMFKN
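Material: NR2E3–RetCOR corepressor complex / Incubation: Compound–protein incubation for 5 h at 4 °C / Dosing: compound at 4.8 µM, single dose / Detection: time-resolved FRET / Benchmarks: high control biotin, low control 0.6% DMSO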
CaV13 FRET inh: Disruptors of the CACNA1D IQ motif to Ca2+-dependent inactivation inhibitor domain association, primary screening, Förster resonance energy transfer in intact living …; HEK cells, CFP/YFP FRET ICDI-IQ, plate reader, 10 min; percent FRET-ratio fall versus neutral wells; actives 0.098% (n = 340,000); inhibition, % at 12.3 µM;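 active = mean replicate inhibition of at least 30% and at least 1% of replicates passing that level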;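 note: 0% = median of the neutral control wells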
NR2E3 ag-2: activates human NR2E3 receptor; CHO-S Gal4-NCOR/VP16-NR2E3 two-hybrid, luciferase; actives 0.35% (n = 360,000); Q9Y5X4; inhibition of corepressor binding, % at 3.98 µM; AID 602229;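 active = inhibition above the mean of all tested compounds plus 3 SD, cut at about 70% in these data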;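 note: 0% = DMSO with NR2E3 transfected cells and 100% = cells lacking NR2E3 construct; higher means lower luciferase signal from less NR2E3 corepressor binding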
PDI inh: inhibitors of human protein disulfide isomerase; P07237; PDI insulin aggregation turbidity, A650, 90 min; inhibition, % at 10 µM; actives 0.052% (n = 350,000); AID 588391;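 active = mean inhibition across replicates of 30% or more, whatever share of single replicates reach that level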;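 note: absorbance from insulin aggregation driven by PDI reduction with DTT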
Target sequence (P07237 whole entry, looked up): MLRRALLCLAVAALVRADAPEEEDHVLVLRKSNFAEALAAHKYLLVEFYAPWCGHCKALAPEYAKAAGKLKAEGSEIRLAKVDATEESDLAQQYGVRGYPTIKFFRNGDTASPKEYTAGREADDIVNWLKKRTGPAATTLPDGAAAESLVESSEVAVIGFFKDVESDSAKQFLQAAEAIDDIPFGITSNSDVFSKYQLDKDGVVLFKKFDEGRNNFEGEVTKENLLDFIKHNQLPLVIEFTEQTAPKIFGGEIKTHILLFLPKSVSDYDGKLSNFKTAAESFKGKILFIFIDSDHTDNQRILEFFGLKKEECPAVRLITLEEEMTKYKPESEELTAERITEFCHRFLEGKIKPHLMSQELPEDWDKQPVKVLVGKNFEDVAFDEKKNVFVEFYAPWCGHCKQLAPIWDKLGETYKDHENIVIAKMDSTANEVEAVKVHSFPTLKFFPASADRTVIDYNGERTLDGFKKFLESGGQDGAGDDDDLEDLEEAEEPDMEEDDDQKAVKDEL
KKLEB tox: counter-screen for CF NF-kB inhibitors: cytotoxicity; actives 0.36% (n = 360,000); KKLEB CF airway cells viability, ATPlite luminescence, overnight; hits give low values; cells stimulated with P. aeruginosa culture filtrate; activity change (cytotoxicity), % at 5 µM;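 active = corrected activity change at or below -50% at 5 µM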
TRPM1 prom inh: inhibitors of MITF-driven TRPM1 promoter in melanoma cells; SK-MEL-5 TRPM1 promoter luciferase, 24 h; inhibition, % at 12.5 µM; AID 488899; actives 0.83% (n = 330,000);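 active = mean inhibition across replicates of 60% or more, whatever share of single replicates reaches that level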; note: values of inactives mirror those of a sister screen read the other way
CF NFkB block: blocks PAF-induced NF-kB reporter in cystic fibrosis cells | KKLEB NF-kB-GFP reporter, GFP fluorescence overnight | inhibition, % at 5 µM | actives 0.86% (n = 360,000);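 active = at least 50% inhibition at 5 µM, scaled per plate between neutral and stimulator controls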;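 note: PAF is a Pseudomonas aeruginosa culture filtrate used as stimulus; plate controls were PAF-stimulated DMSO wells for no effect and unstimulated DMSO wells for full effect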
Vif inh: blocks HIV Vif function | HEK293T cells, Vif self-association by quenched fluorescence, imaging, 24 h | inhibition, % at 7.49 µM | actives 0.35% (n = 340,000) | AID 602346; in the data active = inhibition above about 50%, passing the limit was not always enough; note: some results filed as inactive read as strong as hits
Shn3 3UTR inh: reduces Shn3 3'UTR luciferase signal in osteoblasts. actives 0.52% (n = 360,000). inhibition, % at 12.5 µM. Clone20 osteoblast Shn3 3'UTR firefly luciferase, 24 h;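 active = mean inhibition of at least 75% with every replicate also reaching 75%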;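 note: 0% = median of neutral control wells and 100% = pilot-screen positive control compound; some compounds past the cut are filed as inactive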
HIF-2a inh: blocks HIF-2a reporter activity. 786-0 RCC cells HIF-2a reporter, luciferase luminescence, overnight. inhibition, % at 18.8 µM. actives 0.72% (n = 360,000);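 active = inhibition of the luminescence signal of 40% or more relative to plate controls, in a single-dose primary screen at 18.75 µM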
Active calls of the source: *. No enrichment for hits. About 3.3% of those tested had a hit in this group.

`O=C(O)CCc1nc(-c2ccccc2Cl)no1` gave Peg3 prom inh -2, NR2E3 ag-1 2, NR2E3 ag-2 -25, PDI inh -9, KKLEB tox -2, TRPM1 prom inh -2, CF NFkB block -8, Vif inh 10, Shn3 3UTR inh -6 and HIF-2a inh -1.
For C1=CCN(c2nc(N3CCOCC3)nc(N3CCCc4ccccc43)n2)CC1 the results were Peg3 prom inh 11, CaV13 FRET inh -5, NR2E3 ag-2 -5, PDI inh -4, KKLEB tox 3, CF NFkB block -19, Vif inh -1, Shn3 3UTR inh -3 and HIF-2a inh 28.
Screening O=C1CCCc2ccccc2N1 returned Peg3 prom inh 2, NR2E3 ag-1 3, CaV13 FRET inh -4, NR2E3 ag-2 -4, PDI inh -1, KKLEB tox 1, TRPM1 prom inh -10, CF NFkB block -7, Vif inh 17, Shn3 3UTR inh -16 and HIF-2a inh 3.
Nc1cc(=O)[nH]c(SCC(=O)Nc2cc([N+](=O)[O-])ccc2Cl)n1 was read as Peg3 prom inh 2, NR2E3 ag-1 0, CaV13 FRET inh -2, NR2E3 ag-2 -6, PDI inh -6, KKLEB tox -21, TRPM1 prom inh -12, CF NFkB block -1, Vif inh -3, Shn3 3UTR inh -8 and HIF-2a inh 10.
`CCCC1(C(=O)OC)NC(c2ccc(OC)c(OC)c2)C2C(=O)N(c3ccc4c(c3)OCO4)C(=O)C21` (stereo not drawn) gave Peg3 prom inh -8, NR2E3 ag-1 0, CaV13 FRET inh -3, NR2E3 ag-2 7, PDI inh -3, KKLEB tox -6, TRPM1 prom inh 2, CF NFkB block -2, Vif inh 10, Shn3 3UTR inh 0 and HIF-2a inh 5.
CC1COc2ccccc2N1C(=O)c1ccc(F)cc1 (stereo not drawn) was read as Peg3 prom inh -2, NR2E3 ag-1 3, CaV13 FRET inh -7, NR2E3 ag-2 -23, PDI inh 10, KKLEB tox -4, CF NFkB block 8, Vif inh -14, Shn3 3UTR inh 23 and HIF-2a inh 1.
O=C(/C=C/c1cccc([N+](=O)[O-])c1)N1CC[C@@]2(O)CCCC[C@H]2C1 was read as Peg3 prom inh 20, NR2E3 ag-1 2, CaV13 FRET inh -3, NR2E3 ag-2 12, PDI inh -3, KKLEB tox -1, TRPM1 prom inh 0, CF NFkB block 0, Vif inh -2, Shn3 3UTR inh 5 and HIF-2a inh 8.
For O=C(/C=C/c1ccc([N+](=O)[O-])cc1)OCc1cnc(-c2ccccc2)o1 the results were Peg3 prom inh 4, NR2E3 ag-1 -1, CaV13 FRET inh -5, NR2E3 ag-2 16, PDI inh 6, KKLEB tox 0, TRPM1 prom inh 7, CF NFkB block 3, Vif inh -4, Shn3 3UTR inh -4 and HIF-2a inh 8.
`O=C(COC(=O)CCSc1ccccc1)NCc1ccccc1Cl` gave Peg3 prom inh -32, NR2E3 ag-1 -1, CaV13 FRET inh -5, NR2E3 ag-2 -33, PDI inh 1, KKLEB tox -1, TRPM1 prom inh -11, CF NFkB block -11, Vif inh 4, Shn3 3UTR inh -29 and HIF-2a inh -48.
Screening Cc1cccc(NC2CCCCC2NS(=O)(=O)c2ccccc2)c1 (stereo not drawn) returned Peg3 prom inh 14, CaV13 FRET inh -7, NR2E3 ag-2 -7, PDI inh -4, KKLEB tox 4, TRPM1 prom inh 2, CF NFkB block 9, Vif inh -5, Shn3 3UTR inh 1 and HIF-2a inh -3.
`COc1cccc(CNC(=O)c2ccccc2-c2ccccc2C(=O)O)c1` gave Peg3 prom inh 9, NR2E3 ag-1 0, CaV13 FRET inh -5, NR2E3 ag-2 5, PDI inh -20, KKLEB tox 5, TRPM1 prom inh 2, CF NFkB block -8, Vif inh -1, Shn3 3UTR inh -15 and HIF-2a inh 16.
For CN(CCc1ccccc1)C(=O)c1ccc(NC(=O)Cc2cccc(NC(=O)C3CCN(C(=O)CCc4ccccc4)CC3)c2)cc1 the results were Peg3 prom inh 27, CaV13 FRET inh -8, NR2E3 ag-2 13, PDI inh 7, KKLEB tox 20, TRPM1 prom inh 8, CF NFkB block -19, Vif inh -1, Shn3 3UTR inh 5 and HIF-2a inh 5.
Screening COc1ccc(S(=O)(=O)N2CCOCC2)c2ccccc12 returned Peg3 prom inh 21, NR2E3 ag-1 0, CaV13 FRET inh -1, NR2E3 ag-2 -26, PDI inh -2, KKLEB tox -11, TRPM1 prom inh 13, CF NFkB block 4, Vif inh 0, Shn3 3UTR inh -24 and HIF-2a inh 22.
For Cc1ccc(-c2nc3cc(NC(=O)C(C)C)ccc3o2)cc1 the results were Peg3 prom inh -178, NR2E3 ag-1 1, NR2E3 ag-2 -215, PDI inh -8, KKLEB tox -2, TRPM1 prom inh -29, CF NFkB block -1, Vif inh -4, Shn3 3UTR inh -14 and HIF-2a inh -143.
Screening Cc1ccc(S(=O)(=O)N[C@H](C(=O)OCC(=O)NC(=O)c2cccn2C)C(C)C)cc1 returned Peg3 prom inh -8, CaV13 FRET inh -6, NR2E3 ag-2 -15, PDI inh -8, KKLEB tox 0, TRPM1 prom inh -1, CF NFkB block 6, Vif inh 0, Shn3 3UTR inh 3 and HIF-2a inh 11.
CCC1([N+](=O)[O-])COC(c2ccc(Cl)cc2)OC1 (stereo not drawn) was read as Peg3 prom inh -26, CaV13 FRET inh -8, NR2E3 ag-2 -11, PDI inh -6, KKLEB tox -6, TRPM1 prom inh 9, CF NFkB block 9, Vif inh 0, Shn3 3UTR inh -9 and HIF-2a inh -19.
Cc1ccc(Sc2cc(C(=O)c3ccccc3C(=O)O)ccc2[N+](=O)[O-])cc1 was read as Peg3 prom inh 11, NR2E3 ag-1 2, CaV13 FRET inh -5, NR2E3 ag-2 16, PDI inh 0, KKLEB tox 18, TRPM1 prom inh 6, CF NFkB block -19, Vif inh -3, Shn3 3UTR inh 8 and HIF-2a inh 8.
Screening COc1ccc(C2=NN(S(C)(=O)=O)C(c3cccs3)C2)cc1 (stereo not drawn) returned Peg3 prom inh -188, NR2E3 ag-1 2, NR2E3 ag-2 -64, PDI inh -4, KKLEB tox 0, TRPM1 prom inh -58, CF NFkB block -4, Vif inh 1, Shn3 3UTR inh -105 and HIF-2a inh -230.
`COc1ccc(C(=O)NNS(=O)(=O)c2ccccc2)cc1OC` gave Peg3 prom inh 13, NR2E3 ag-1 1, CaV13 FRET inh -5, NR2E3 ag-2 -34, PDI inh -7, KKLEB tox -4, TRPM1 prom inh -2, CF NFkB block 12, Vif inh -1, Shn3 3UTR inh -6 and HIF-2a inh -42.
For CN(C)CCn1c(=O)n(-c2ccc(F)cc2)c(=O)c2c3c(sc21)CCCCC3 the results were Peg3 prom inh 20, NR2E3 ag-1 -1, CaV13 FRET inh -4, NR2E3 ag-2 -33, PDI inh -1, KKLEB tox 4, TRPM1 prom inh 5, CF NFkB block -13, Vif inh -8, Shn3 3UTR inh 13 and HIF-2a inh 20.
`O=c1cc(COc2ncnc3c(Cl)cc(Cl)cc23)nc2sccn12` gave Peg3 prom inh 28, NR2E3 ag-1 2, CaV13 FRET inh -2, NR2E3 ag-2 3, PDI inh -2, KKLEB tox 9, TRPM1 prom inh 10, CF NFkB block -14, Vif inh 6, Shn3 3UTR inh 13 and HIF-2a inh 25.
O=C1Nc2cc(C(=O)NCCN3CCCCCC3)ccc2S/C1=C\c1ccccc1 was read as Peg3 prom inh 94*, NR2E3 ag-1 -5, CaV13 FRET inh -2, NR2E3 ag-2 7, PDI inh 13, KKLEB tox -4, TRPM1 prom inh 96*, CF NFkB block 19, Vif inh -5, Shn3 3UTR inh 16 and HIF-2a inh 4.
`COc1cc(OC)cc(-c2cc3ccc(F)cc3cn2)c1` gave Peg3 prom inh -198, CaV13 FRET inh -5, NR2E3 ag-2 -81, PDI inh -7, KKLEB tox -38, TRPM1 prom inh -106, CF NFkB block 7, Vif inh 3, Shn3 3UTR inh -82 and HIF-2a inh -321.
For O=C(NCCc1nnc2ccc(SCC(=O)N3CCCC3)nn12)c1ccccc1 the results were Peg3 prom inh 1, NR2E3 ag-1 0, NR2E3 ag-2 -10, PDI inh 10, KKLEB tox -1, TRPM1 prom inh 6, CF NFkB block -7, Vif inh -7, Shn3 3UTR inh -17 and HIF-2a inh 4.
Screening Cc1ccc(O)c(NC(=O)C2=CC(c3cccs3)=NS(=O)(=O)N2C)c1 returned Peg3 prom inh -8, NR2E3 ag-1 -1, CaV13 FRET inh -4, NR2E3 ag-2 -36, KKLEB tox -7, TRPM1 prom inh -2, CF NFkB block -12, Vif inh -3, Shn3 3UTR inh 1 and HIF-2a inh 1.
For CN(CC(=O)Nc1ccc(F)cc1)C(=O)Cc1ccsc1 the results were Peg3 prom inh 18, NR2E3 ag-1 0, CaV13 FRET inh -2, NR2E3 ag-2 -11, PDI inh -3, KKLEB tox -1, TRPM1 prom inh 8, CF NFkB block -6, Vif inh -5, Shn3 3UTR inh 1 and HIF-2a inh 23.

A draw from above in order of formula weight, lowest first:
`COc1cc(OC)cc(-c2cc3ccc(F)cc3cn2)c1` gave Peg3 prom inh -198, CaV13 FRET inh -5, NR2E3 ag-2 -81, PDI inh -7, KKLEB tox -38, TRPM1 prom inh -106, CF NFkB block 7, Vif inh 3, Shn3 3UTR inh -82 and HIF-2a inh -321.
`COc1ccc(C(=O)NNS(=O)(=O)c2ccccc2)cc1OC` gave Peg3 prom inh 13, NR2E3 ag-1 1, CaV13 FRET inh -5, NR2E3 ag-2 -34, PDI inh -7, KKLEB tox -4, TRPM1 prom inh -2, CF NFkB block 12, Vif inh -1, Shn3 3UTR inh -6 and HIF-2a inh -42.
`O=c1cc(COc2ncnc3c(Cl)cc(Cl)cc23)nc2sccn12` gave Peg3 prom inh 28, NR2E3 ag-1 2, CaV13 FRET inh -2, NR2E3 ag-2 3, PDI inh -2, KKLEB tox 9, TRPM1 prom inh 10, CF NFkB block -14, Vif inh 6, Shn3 3UTR inh 13 and HIF-2a inh 25.
For CN(C)CCn1c(=O)n(-c2ccc(F)cc2)c(=O)c2c3c(sc21)CCCCC3 the results were Peg3 prom inh 20, NR2E3 ag-1 -1, CaV13 FRET inh -4, NR2E3 ag-2 -33, PDI inh -1, KKLEB tox 4, TRPM1 prom inh 5, CF NFkB block -13, Vif inh -8, Shn3 3UTR inh 13 and HIF-2a inh 20.
O=C1Nc2cc(C(=O)NCCN3CCCCCC3)ccc2S/C1=C\c1ccccc1 was read as Peg3 prom inh 94*, NR2E3 ag-1 -5, CaV13 FRET inh -2, NR2E3 ag-2 7, PDI inh 13, KKLEB tox -4, TRPM1 prom inh 96*, CF NFkB block 19, Vif inh -5, Shn3 3UTR inh 16 and HIF-2a inh 4.
